# From PubChem
# GPR7 antagonist: human neuropeptides B/W receptor 1 antagonism; P48145; GPR7-expressing cells, fluorescence antagonist assay; inhibition, % at 4.4 µM; 1.1% of 290,000 active; AID 1861; in the data active = inhibition above about 16%, passing the limit was not always enough;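 also: cells stimulated with the agonist NPW; 0% = agonist with vehicle and 100% = vehicle without agonist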
# MEKK2wt PB1 HTS: raises or lowers MEK5 binding to wildtype human MEKK2 PB1 domain | Q9Y2U5 | bead flow cytometry, Alexa488-MEK5 binding to MEKK2 WT; actives lie on both sides | binding response (% of control), % at 10 µM | 1.1% of 290,000 active | AID 1531; in the data active = binding response below about 67% or above about 130%
# PfM18AAP inh: blocks P. falciparum M18 aspartyl aminopeptidase; 1.2% of 290,000 active; AID 1822; inhibition, % at 7.35 µM; recombinant PfM18AAP, H-Glu-NHMec fluorogenic cleavage;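 active = inhibition above the campaign mean inhibition over all tested compounds plus 3 SD, cut at about 28% in these data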;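 also: 0% = plate median of test compound wells and 100% = 2 mM ZnCl2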
# NALP1 yeast inh: blocks the NALP1 inflammasome reconstituted in yeast; S. cerevisiae NALP1/ASC/caspase-1 growth, X-gal OD620, 72 h; inhibition, % at 10 µM; 0.61% of 280,000 active; AID 2071; in the data active = inhibition mostly above about 24%, no sharp cut-off; inactive = mostly below about 32%; also: some compounds called inactive have numbers as strong as hits
# OXTR agonist: human OXTR agonism; AID 2435; P30559; 0.32% of 320,000 active; CHO-OTR cells, Fluo-8 calcium fluorescence; normalized: DMSO 0%, oxytocin 100%; activation, % at 3 µM;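 active = activation above the mean of all tested compounds plus 3 SD, cutoff set per screening run, cut at about 20% in these data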;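 also: peak over basal fluorescence ratio from a 100 s FLIPR kinetic read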
# V1aR counter: counter-screen for oxytocin receptor agonists: human V1a receptor agonists. CHO-V1R cells, Fluo-8 calcium fluorescence, agonist mode; 0% DMSO, 100% 3 nM vasopressin. AID 2797. 0.25% of 320,000 active. activation, % at 3 µM. P37288;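 active = activation above the mean activation of all tested compounds plus 3 SD, per screening run, cut at about 20% in these data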;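 also: signal is peak over basal fluorescence ratio across a 100 second FLIPR read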
# Target sequence (P37288 whole entry, looked up): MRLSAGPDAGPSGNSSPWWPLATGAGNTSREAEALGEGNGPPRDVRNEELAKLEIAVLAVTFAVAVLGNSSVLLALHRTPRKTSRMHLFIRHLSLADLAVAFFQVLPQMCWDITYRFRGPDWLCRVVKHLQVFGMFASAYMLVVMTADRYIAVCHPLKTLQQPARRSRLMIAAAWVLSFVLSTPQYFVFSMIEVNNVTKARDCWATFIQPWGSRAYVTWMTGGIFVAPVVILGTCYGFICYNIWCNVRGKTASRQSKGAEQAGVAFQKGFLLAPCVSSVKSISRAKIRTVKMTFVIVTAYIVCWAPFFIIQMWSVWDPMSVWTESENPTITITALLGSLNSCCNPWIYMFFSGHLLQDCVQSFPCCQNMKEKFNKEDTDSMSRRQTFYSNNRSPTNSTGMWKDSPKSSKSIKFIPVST
# GalR3 antag: blocks the human galanin receptor 3; O60755; HEK293 GalR3-CNG cAMP membrane potential fluorescence; galR3 body fused to GalR1 C-terminus; inhibition, % at 3 µM; 0.44% of 360,000 active;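 active = inhibition above the screen-wide average plus 3 SD, cut at about 13% in these data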;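 also: forskolin and galanin both at EC90 stimulate the cells; cAMP rise reported by CNG channel membrane potential dye signal; 0% = forskolin plus galanin with DMSO and 100% = forskolin alone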
# Target sequence (O60755 1-299 limits assumed): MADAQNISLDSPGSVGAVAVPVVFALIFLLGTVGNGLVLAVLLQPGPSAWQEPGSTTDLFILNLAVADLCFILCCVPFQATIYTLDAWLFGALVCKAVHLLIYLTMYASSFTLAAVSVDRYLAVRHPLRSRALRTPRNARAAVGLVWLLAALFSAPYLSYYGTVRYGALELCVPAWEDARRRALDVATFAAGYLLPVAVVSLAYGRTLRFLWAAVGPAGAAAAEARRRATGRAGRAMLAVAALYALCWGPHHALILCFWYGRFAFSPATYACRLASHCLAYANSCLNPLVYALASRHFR
# MEKK2mut PB1 HTS: signal of MEK5 binding to mutant human MEKK2 PB1 domain; 0.35% of 290,000 active; AID 1530; percent response, % at 10 µM; bead flow cytometry, Alexa488-MEK5 binding to MEKK2 mutant; in the data active = percent response above about 24%, passing the limit was not always enough; also: inactives centre near 1; some results filed as inactive read as strong as hits
# OXTR potentiator: potentiators of human oxytocin receptor | activation, % at 3 µM | CHO-OTR cells, Fluo-8 calcium fluorescence, potentiator mode; 0% = oxytocin EC15, 100% = EC100 | 0.061% of 320,000 active | P30559;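 active = activation above that plate's cutoff, the mean activation of tested compounds plus 3 SD, cut at about 6.6% in these data, passing the limit was not always enough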;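 also: 100% uses oxytocin at 75 nM as the full agonist control; some results filed as inactive read as strong as hits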
#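 Measured by – Fluo-8 calcium dye fluorescence · Test system – human OTR in CHO cells · Dosing – one concentration, 3.0 µM compound · Controls – EC15 oxytocin alone as 0%, 75 nM oxytocin as 100% · Evaluation – normalized max/min fluorescence ratio, % activation · Timing – 6 min pre-incubation, 100 s read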
# Active calls of the source: *; / = no result given. These rows are one share of the data; the hit share may differ from the screen's.
# Field names – A = GPR7 antagonist; B = MEKK2wt PB1 HTS; C = PfM18AAP inh; D = NALP1 yeast inh; E = OXTR agonist; F = V1aR counter; G = GalR3 antag; H = MEKK2mut PB1 HTS; I = OXTR potentiator
> CC1(C)OC(c2ccccc2)=C/C(=C/C=C2C(=O)NC(=O)NC2=O)O1
  A: -15	B: 98	C: 10	D: 10	E: 11	F: 22*	G: -7	H: -6	I: -17
> CN(C)S(=O)(=O)c1cc(NC(=O)C[N+]23CCN(CC2)CC3)ccc1Cl
  A: -7	B: 109	C: 0	D: 12	E: -1.0	F: -0.8	G: -1	H: 0	I: -7
> Cc1cccc(OP(=O)(NCc2ccccc2)Oc2cccc(C)c2)c1
  A: 2	B: 113	C: -9	D: 25	E: 0.4	F: 1.9	G: -8	H: 10	I: -3
> CCCCN1C(=O)NC(=O)C2(Cc3cc(C)ccc3N(C)C2)C1=O (stereo not given)
  A: -7	B: 98	C: 8	D: 10	E: 0.7	F: 0.9	G: -1	H: 0	I: -10
> COC(=O)c1ccc(N2CCN(C)CC2)c([N+](=O)[O-])c1
  A: -3	B: 102	C: 11	D: 4	E: -0.5	F: -0.1	G: -4	H: 0	I: -10
> CN1C2CCC1C(C(=O)O)C(O)C2 (stereo not given)
  A: /	B: /	C: /	D: /	E: 0.4	F: 1.9	G: 1	H: /	I: -2
> C#CCOc1cc(C2C3=C(COC3=O)Nc3cc4c(cc32)OCO4)ccc1OC (stereo not given)
  A: 3	B: 102	C: 6	D: -11	E: -0.6	F: 1.9	G: -2	H: 6	I: 2
> Cc1ccc(N2C(=O)NC(=O)/C(=C\c3cc(C)n(-c4cc(C(=O)O)cc(C(=O)O)c4)c3C)C2=O)cc1
  A: -9	B: 92	C: 19	D: 1	E: 1.2	F: 0.1	G: -10	H: -4	I: 2
> CC(C)c1ccc(OCC(=O)N2CCN(C)CC2)c(Br)c1
  A: 13	B: 107	C: -2	D: 17	E: 2.1	F: 1.5	G: 0	H: 5	I: -6
> CCCCn1c(=O)c(C(=O)Nc2ccccc2N)c(O)c2ccccc21
  A: 27	B: 103	C: -2	D: 14	E: -0.2	F: -0.6	G: 2	H: 1	I: -7
> CCC1=Nc2cc(C(=O)N3CCC4(CC3)OCCO4)ccc2Sc2ccc(C)cc21
  A: -7	B: 98	C: 6	D: -6	E: 0.7	F: 2.5	G: -9	H: -3	I: -6
> O=C(O)CN1C(=O)CN=C(c2ccccn2)c2cc(Cl)ccc21
  A: -8	B: 98	C: -1	D: -14	E: 0.7	F: 0.8	G: -7	H: 4	I: -2
> CC(=NCCCN1CCOCC1)c1c(O)n(-c2ccccc2C)c(=O)[nH]c1=O
  A: -17	B: 100	C: -1	D: -6	E: 0.0	F: -0.2	G: 0	H: 2	I: -3
> O=[N+]([O-])c1ccc(O)c([N+](=O)[O-])c1
  A: /	B: 115	C: /	D: /	E: 2.4	F: 6.2	G: /	H: 6	I: -13
> COc1cc(OC)cc(-n2nc(C(=O)N3CCC4(CC3)OCCO4)c3ccccc3c2=O)c1
  A: -7	B: 101	C: -3	D: 0	E: -0.2	F: 0.7	G: -3	H: -1	I: -5

# As a working copy, some entries already given.
# Field names – A = GPR7 antagonist; B = MEKK2wt PB1 HTS; C = PfM18AAP inh; D = NALP1 yeast inh; E = OXTR agonist; F = V1aR counter; G = GalR3 antag; H = MEKK2mut PB1 HTS; I = OXTR potentiator
> CCCCN1C(=O)NC(=O)C2(Cc3cc(C)ccc3N(C)C2)C1=O (stereo not given)
  A: -7	B: 98	C: 8	D: 10	E: 0.7	F: 0.9	G: -1	H: 0	I: -10
> COC(=O)c1ccc(N2CCN(C)CC2)c([N+](=O)[O-])c1
  A: -3	B: 102	C: 11	D: 4	E: -0.5	F: -0.1	G: -4	H: 0	I: -10

# (more compounds)
# Field names – A = GPR7 antagonist; B = MEKK2wt PB1 HTS; C = PfM18AAP inh; D = NALP1 yeast inh; E = OXTR agonist; F = V1aR counter; G = GalR3 antag; H = MEKK2mut PB1 HTS; I = OXTR potentiator
> O=C(Cc1ccccc1)OCc1ccccc1
  A: /	B: /	C: /	D: /	E: -2.1	F: -1.3	G: 2	H: /	I: -3
> Oc1ccc(Cl)cc1
  A: /	B: /	C: /	D: /	E: 2.5	F: 1.8	G: -3	H: /	I: -5
> O=C(COC(=O)Cc1ccccc1)NC(=O)NC1CCCCC1
  A: /	B: /	C: /	D: /	E: -1.6	F: -0.3	G: -2	H: /	I: -8
> O=C(CCCN1CCC2(CC1)C(=O)NCN2c1ccccc1)c1ccc(F)cc1
  A: 102*	B: 103	C: 2	D: 12	E: 41*	F: 28*	G: -9	H: 6	I: -12
> COc1ccc(C(CC(=O)N2CCC3(CC2)OCCO3)NS(=O)(=O)c2ccc(C)cc2)cc1 (stereo not given)
  A: -2	B: 88	C: 1	D: 35	E: 0.8	F: -0.1	G: 2	H: -11	I: -1
> CCOc1ccccc1CN1C2CCC1CC(c1ccc(C)cc1)C2 (stereo not given)
  A: 20	B: 110	C: 4	D: 33	E: 2.8	F: 3.9	G: -12	H: 6	I: -5
> COc1c(O)ccc2c1-c1c3c(cc4c1C(C2)N(C)CC4)OCO3 (stereo not given)
  A: -10	B: 96	C: 7	D: 11	E: 0.1	F: 0.5	G: -6	H: 2	I: -17
> CN1CCC(N(C)c2nc(-c3ccccc3)nc3ccccc23)CC1
  A: -1	B: 118	C: -5	D: 9	E: 3.3	F: 2.3	G: -8	H: 4	I: -8
> CCCC(C)C1(CC)C(=O)NC(=Nc2ccccc2OC)NC1=O (stereo not given)
  A: -10	B: 103	C: 0	D: 11	E: -1.1	F: -0.8	G: -5	H: 2	I: -4
> C#C[C@@]1(O)CCC2C3CCC4=C/C(=N/OCC(=O)NC(C(=O)NC(CC(C)C)C(=O)O)C(C)C)CC[C@]4(C)C3CC[C@@]21C (stereo not given in full)
  A: 5	B: 110	C: -13	D: -2	E: /	F: /	G: -9	H: -22	I: /
> O=C(c1ccc(N2CCCCCC2)c([N+](=O)[O-])c1)N1CCC2(CC1)OCCO2
  A: 4	B: 94	C: 4	D: 5	E: 0.6	F: 1.5	G: -2	H: -9	I: -4
> COc1ccc(P2(=O)Nc3ccccc3N2)cc1
  A: -5	B: 102	C: 8	D: 10	E: 0.8	F: 0.0	G: 0	H: 3	I: 2
> O=c1[nH]c(=S)n(Cc2ccco2)c(O)c1C=NCc1cccs1
  A: -10	B: 97	C: 8	D: 6	E: -1.4	F: 0.0	G: -2	H: 2	I: -11
> CN(C)C(=Nc1ccccc1)P(=S)(N(C)C)N(C)C
  A: -12	B: 102	C: -5	D: 7	E: -2.4	F: -1.1	G: -6	H: 1	I: -7
> COc1cc2c(cc1OC)C(C(=O)N(C)C1CCCCC1)C1CCCCN1C2=O (stereo not given)
  A: -7	B: 93	C: -3	D: 12	E: -0.3	F: 1.4	G: 4	H: -1	I: -3
> COc1ccc(C(CNC(=O)c2ccc3c(c2)CCC3)N(C)C)cc1 (stereo not given)
  A: 13	B: 100	C: 3	D: 10	E: 3.2	F: 6.5	G: -5	H: 7	I: -10
> O=C(Nc1cccnc1)c1c(O)c2c(n(Cc3ccccc3)c1=O)CCCC2
  A: -8	B: 100	C: -6	D: 19	E: -0.2	F: -0.4	G: -5	H: 1	I: -4

# Structures shown so far that contain an aryl methoxy group, in the order listed:
# Field names – A = GPR7 antagonist; B = MEKK2wt PB1 HTS; C = PfM18AAP inh; D = NALP1 yeast inh; E = OXTR agonist; F = V1aR counter; G = GalR3 antag; H = MEKK2mut PB1 HTS; I = OXTR potentiator
> C#CCOc1cc(C2C3=C(COC3=O)Nc3cc4c(cc32)OCO4)ccc1OC (stereo not given)
  A: 3	B: 102	C: 6	D: -11	E: -0.6	F: 1.9	G: -2	H: 6	I: 2
> COc1cc(OC)cc(-n2nc(C(=O)N3CCC4(CC3)OCCO4)c3ccccc3c2=O)c1
  A: -7	B: 101	C: -3	D: 0	E: -0.2	F: 0.7	G: -3	H: -1	I: -5
> COc1ccc(C(CC(=O)N2CCC3(CC2)OCCO3)NS(=O)(=O)c2ccc(C)cc2)cc1 (stereo not given)
  A: -2	B: 88	C: 1	D: 35	E: 0.8	F: -0.1	G: 2	H: -11	I: -1
> COc1c(O)ccc2c1-c1c3c(cc4c1C(C2)N(C)CC4)OCO3 (stereo not given)
  A: -10	B: 96	C: 7	D: 11	E: 0.1	F: 0.5	G: -6	H: 2	I: -17
> CCCC(C)C1(CC)C(=O)NC(=Nc2ccccc2OC)NC1=O (stereo not given)
  A: -10	B: 103	C: 0	D: 11	E: -1.1	F: -0.8	G: -5	H: 2	I: -4
> COc1ccc(P2(=O)Nc3ccccc3N2)cc1
  A: -5	B: 102	C: 8	D: 10	E: 0.8	F: 0.0	G: 0	H: 3	I: 2
> COc1cc2c(cc1OC)C(C(=O)N(C)C1CCCCC1)C1CCCCN1C2=O (stereo not given)
  A: -7	B: 93	C: -3	D: 12	E: -0.3	F: 1.4	G: 4	H: -1	I: -3
> COc1ccc(C(CNC(=O)c2ccc3c(c2)CCC3)N(C)C)cc1 (stereo not given)
  A: 13	B: 100	C: 3	D: 10	E: 3.2	F: 6.5	G: -5	H: 7	I: -10
